Source: PubChem
CF NFkB block = inhibitors of cystic fibrosis induced NF-kB; AID 588850; actives 0.86% (n = 360,000); KKLEB NF-kB-GFP reporter, PAF-induced, GFP fluorescence overnight; inhibition, % at 5 µM;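 active means at least 50% inhibition at 5 µM, scaled per plate between neutral and stimulator controls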;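 further: PAF is a Pseudomonas aeruginosa culture filtrate used as stimulus; plate controls were PAF-stimulated DMSO wells for no effect and unstimulated DMSO wells for full effect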
NR2E3 ag-1 = activates human NR2E3 receptor | actives 0.35% (n = 360,000) | inhibition of corepressor binding, % at 3.98 µM | AID 602229 | CHO-S Gal4-NCOR/VP16-NR2E3 two-hybrid, luciferase;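 active means inhibition above the mean of all tested compounds plus 3 SD, cut at about 70% in these data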;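 further: 0% = DMSO with NR2E3 transfected cells and 100% = cells lacking NR2E3 construct; higher means lower luciferase signal from less NR2E3 corepressor binding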
Target sequence (Q9Y5X4 whole entry, looked up, the tested form may be a part): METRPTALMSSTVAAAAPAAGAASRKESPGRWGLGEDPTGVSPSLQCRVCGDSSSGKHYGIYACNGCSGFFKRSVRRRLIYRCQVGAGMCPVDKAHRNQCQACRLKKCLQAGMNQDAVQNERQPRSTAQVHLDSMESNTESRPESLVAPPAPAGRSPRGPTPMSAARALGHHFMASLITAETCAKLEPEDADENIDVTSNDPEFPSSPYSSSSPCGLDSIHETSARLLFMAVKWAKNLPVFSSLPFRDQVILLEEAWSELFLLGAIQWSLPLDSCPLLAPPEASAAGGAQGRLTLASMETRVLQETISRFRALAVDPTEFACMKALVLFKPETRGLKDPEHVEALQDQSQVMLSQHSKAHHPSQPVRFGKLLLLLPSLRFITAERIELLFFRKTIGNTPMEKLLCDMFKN
KKLEB cytotox = counter-screen for CF NF-kB inhibitors: cytotoxicity | KKLEB CF airway cells viability, ATPlite luminescence, overnight; active compounds read low; cells stimulated with P. aeruginosa culture filtrate | activity change (cytotoxicity), % at 5 µM | actives 0.36% (n = 360,000) | AID 602141;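 active means corrected activity change at or below -50% at 5 µM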
Shn3 inh set2 = Schnurri-3 reporter inhibition in Clone20 osteoblasts | Clone20 osteoblast Shn3 3'UTR firefly luciferase, 24 h | inhibition, % at 12.5 µM | actives 0.52% (n = 360,000) | AID 588674;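 active means mean inhibition of at least 75% with every replicate also reaching 75%; inconclusive means mean inhibition at least 75% but some replicate below; inactive means mean inhibition below 75%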;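 further: 0% = median of neutral control wells and 100% = pilot-screen positive control compound; some compounds past the cut are filed as inactive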
TWEAK-Fn14 inh = TWEAK-Fn14 signaling inhibition. AID 1159606. actives 2% (n = 360,000). inhibition, % at 10 µM. TWEAK-stimulated Fn14 reporter cells, luciferase luminescence, 8 h; in the data active means inhibition above about 50%
hiPSC survival = hiPSC single-cell survival enhancement. ATPlite luminescence; 100% = ROCK inhibitor wells, 0% = DMSO. survival enhancement, % at 20 µM. actives 0.044% (n = 360,000). AID 602274; in the data active means survival enhancement above about 18%;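 further: cells exposed to compounds for 16 hours before the ATP read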
NR2E3 ag-2 = NR2E3 (human) agonism | Q9Y5X4 | inhibition of corepressor binding, % at 4.78 µM | AID 2300 | GST-NR2E3/biotin-RetCOR TR-FRET, 1536-well | actives 0.12% (n = 320,000);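 active means percent inhibition above the cutoff of mean plus 3 SD of all tested compounds, set per screening campaign, cut at about 20% in these data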;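 further: 0% = DMSO wells and 100% = biotin wells as full block of FRET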
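Material – GST-tagged NR2E3 plus biotinylated RetCOR corepressor · Quantity – NR2E3 fusion 1.35 nM · Times – 5 h incubation at 4 °C · Medium – pH 7.5 Tris-based buffer · Technique – TR-FRET, Eu(K)-anti-GST donor, streptavidin-D2 acceptor, ex 340, em 617/671 nm · Benchmarks – high control biotin, low control 0.6% DMSO · Format – 1536-well plates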
Peg3 prom inh = Peg3 promoter activity inhibition | actives 1.7% (n = 360,000) | HeLa PEG-Prom luciferase reporter, luminescence, overnight | inhibition, % at 20 µM | AID 588405;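 active means inhibition of at least 50% at 20 µM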
aDG glyco act = alpha-DG glycosylation activation; Pro5-aDG cells, alpha-DG glycosylation AlphaScreen (IIH6); 0% Pro5, 100% B10-LARGE cell signal; AID 624168; actives 0.22% (n = 360,000); activation, % at 10 µM;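 active means activation of at least 8% versus controls, or a plate z-score of at least 8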;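 further: Pro5 are CHO cells carrying HIG-tagged alpha-DG that lacks glycosylation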
HIF-2a inh = inhibitors of HIF-2a | inhibition, % at 18.8 µM | AID 624352 | 786-0 RCC cells HIF-2a reporter, luciferase luminescence, overnight | actives 0.72% (n = 360,000);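 active means inhibition of the luminescence signal of 40% or more relative to plate controls, in a single-dose primary screen at 18.75 µM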
TRPM1 prom inh = reduces MITF-dependent TRPM1 promoter luciferase signal; SK-MEL-5 TRPM1 promoter luciferase, 24 h; inhibition, % at 12.5 µM; actives 0.83% (n = 330,000);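 active means mean inhibition across replicates of 60% or more, whatever share of single replicates reaches that level; inconclusive means some that reach 60%, reason not given; inactive means mean inhibition across replicates below 60%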; further: values of inactives mirror those of a sister screen read the other way
Starred values were filed as active, the others as inactive; u = inconclusive; x = not tested or not shown; & = joins results of further samples. Rows were taken by chance; overall some 4.4% were active at least once.

SMILES | CF NFkB block | NR2E3 ag-1 | KKLEB cytotox | Shn3 inh set2 | TWEAK-Fn14 inh | hiPSC survival | NR2E3 ag-2 | Peg3 prom inh | aDG glyco act | HIF-2a inh | TRPM1 prom inh
COC(=O)CCCCC1SCC2NC(=O)NC21 (centres undefined) | -5 | 21 | 6 | -18 | 0 | 0.9 | 7 | 15 | 0.3 | 15 | -1
c1ccc(-c2noc(-c3cccc4ccccc34)n2)cc1 | -1 | -45 | -9 | -80 | -3 | 9.2 | -1 | -308 | 0.0 | -210 | -38
O=C(CCSc1ccccc1)N1CCN(C(=O)c2ccco2)CC1 | 0 | -27 | 7 | -33 | 19 | -1.6 | -2 | -71 | 0.2 | -122 | -39
CC(Sc1ccccc1)C(=O)N1CCN(S(=O)(=O)c2ccccc2)CC1 (centres undefined) | -12 | 25 | -4 | 3 | -9 | -0.4 | 4 | 17 | -0.1 | 7 | -2
COc1ccc(-c2[nH]ncc2C=O)cc1OC | -4 | -1 | 8 | -4 | -6 | 0.0 | -1 | 14 | -0.4 | 19 | 1
CSc1ccc(S(=O)(=O)N2CCC(C(=O)NCc3ccco3)CC2)cc1 | 2 | 11 | 11 | 3 | -9 | 0.1 | 0 | -9 | -0.1 | 6 | -18
O=C1CC2(CCCC2)C(=O)N1CN1CCN(S(=O)(=O)c2ccc(F)cc2F)CC1 | 12 | -33 | 4 | 6 | 14 | -0.8 | x | 1 | 0.5 | 5 | -8
Cc1cnn(C(=S)NCCc2ccccc2)c1 | 3 | -1 | -7 | -34 | -23 | -0.9 | 1 | -227 | -0.1 | -221 | -78
CC1(C)CC(=O)C2=C(C1)N(c1ccccc1)C(=O)CC2c1ccc(O)cc1 (centres undefined) | 4 | -58 | 1 | -13 | 4 | -0.8 | -4 | 2 | 0.0 | 9 | 10
CSc1nc(C)cc(C)c1C(N)=O | -16 | -14 | 11 | -17 | -20 | -0.9 | 3 | -51 | -0.2 | -52 | 2
Cc1cccc(C)c1NC(=O)C(Cl)C(=O)c1ccccc1 (centres undefined) | -23 | 5 | 3 | 12 | -4 | -0.6 | 0 | 14 | 0.0 | 23 | 8
COc1ccc(NS(=O)(=O)c2cc3c(cc2C)N(C(C)=O)CCO3)cc1 | -6 | -13 | -7 | -7 | 18 | -0.4 | -1 | 9 | -0.2 | 4 | 4
CC(C)(C)c1cnnn1-c1ccc(NC(=O)c2ccc3c(c2)OCO3)cc1 | -7 | -36 | 17 | -15 | 0 | 4.3 | 3 | -91 | 0.4 | -143 | -30
Clc1ccccc1NN(Cc1ccccn1)c1ccccc1Cl | 14 | -12 | -2 | 8 | -13 | -0.3 | x | 13 | -0.1 | 7 | x
Cn1nnnc1SCC(=O)Nc1sccc1C(N)=O | 12 | -10 | -6 | -16 | 6 | -1.0 | x | 8 | 0.0 | 16 | -9
Cc1c(C(=O)O)sc(=S)n1-c1ccccc1 | 9 | 16 | 3 | -9 | 0 | 0.0 | 2 | 19 | 0.5 | 2 | 3
O=C(Nc1ccc(N2CCN(C(=O)c3ccccc3)CC2)cc1)c1ccc([N+](=O)[O-])o1 | 84* | 34 | -72* | 42 | 3 | 0.1 | x | 103* | 0.5 | 90* | 91*
COc1ccc(CC(=O)O)cc1O | 5 | -14 | -4 | -3 | 19 | -0.7 | 0 | -5 | -0.2 | 12 | -7
CC(C)CN1CCN(Cc2nc(C(C)C)cs2)CC1CCO (centres undefined) | -2 | 25 | 1 | 7 | 32 | 0.3 | -3 | -9 | 0.0 | 15 | 4
CCc1nnc(N2C(=O)c3ccccc3C2(O)c2ccccc2)s1 (centres undefined) | 9 | -14 | 1 | 7 | -22 | 0.3 | 2 | 11 | 0.2 | 25 | 15
CN(C)CCCNc1c2ccccc2nc2ccccc12 | -25 | -19 | -6 | 94* | -5 | -0.3 | -2 | 102* | -0.2 | 33 | u
COc1ccc(Cl)cc1C(=O)CSc1nnnn1C | 5 | 0 | 0 | -5 | 2 | -0.5 | 2 | -6 | 0.2 | -11 | -21
COc1ccc(CCNC(=O)CSCc2ccc(F)cc2)cc1OC | 10 | -13 | -6 | 23 | 2 | -0.2 | -1 | 13 | 0.0 | 12 | -2
COc1ccc(OC)c(C(=O)c2ccc(C(=O)N3CCN(Cc4csc(C)n4)CC3)cc2)c1 | -24 | -7 | 5 | 6 | 0 | -0.2 | 1 | 12 | 0.3 | 7 | 11

Three of the entries above in order of their number in aDG glyco act, high to low:
smiles	CF NFkB block	NR2E3 ag-1	Shn3 inh set2	TWEAK-Fn14 inh	NR2E3 ag-2	Peg3 prom inh	aDG glyco act	HIF-2a inh	TRPM1 prom inh
O=C(Nc1ccc(N2CCN(C(=O)c3ccccc3)CC2)cc1)c1ccc([N+](=O)[O-])o1	84*	34	42	3	x	103*	0.5	90*	91*
CC(C)(C)c1cnnn1-c1ccc(NC(=O)c2ccc3c(c2)OCO3)cc1	-7	-36	-15	0	3	-91	0.4	-143	-30
CC(C)CN1CCN(Cc2nc(C(C)C)cs2)CC1CCO (centres undefined)	-2	25	7	32	-3	-9	0.0	15	4

The results go on:
SMILES | CF NFkB block | NR2E3 ag-1 | KKLEB cytotox | Shn3 inh set2 | TWEAK-Fn14 inh | hiPSC survival | NR2E3 ag-2 | Peg3 prom inh | aDG glyco act | HIF-2a inh | TRPM1 prom inh
COc1ccc(-c2cc3cc(OC)c(OC)cc3cn2)cc1OC | -16 | -73 | 12 | -18 | -41 | 1.0 | 6 | -148 | -0.2 | -237 | -58
CCCCN(C)CCN1C(=O)C2C(C(=O)Nc3ccc(Cl)cc3)C3C=CC2(O3)C1C(=O)NC1CCCCC1 (centres undefined) | -21 | -28 | 10 | -8 | 14 | 0.7 | 0 | 3 | 0.0 | 15 | -4
CCS(=O)(=O)c1ccc(O)c(NC(=O)c2ccc(S(=O)(=O)N3CCCCCC3)cc2)c1 | 2 | -9 | -6 | -5 | -6 | 2.5 | x | -15 | -0.3 | 14 | 7
O=C(c1cccs1)N(c1cccc(Cl)c1)C1C=CS(=O)(=O)C1 (centres undefined) | -9 | -25 | 20 | 20 | 33 | 4.8 | 6 | -1 | 0.4 | 17 | 6
COC(=O)Cc1c(C)nc2nc(NCc3ccccc3OC)[nH]n2c1=O | -8 | -12 | 0 | 18 | 1 | 4.0 | 2 | 9 | -0.1 | 10 | 19
Cc1ccc(/C=N/n2c(-c3ccncc3)n[nH]c2=S)cc1 | 37 | 19 | -12 | -10 | 14 | -1.0 | x | 6 | 0.2 | 17 | -9
COc1ccc(Nc2ccc(N3C(=O)CC(C)C3=O)cc2[N+](=O)[O-])cn1 (centres undefined) | 8 | -22 | 3 | -13 | -6 | 2.3 | 0 | 8 | -0.1 | 22 | 0
C=CCN(c1ccc(C(=O)Nc2ccc(NC(C)=O)cc2)cc1)S(C)(=O)=O | 15 | -15 | -3 | 10 | -4 | -0.3 | 2 | 17 | -0.1 | 11 | 11
COc1ccc2nc(C)cc(SCC(=O)O)c2c1 | 2&2 | 16&9 | -9&-4 | -22&0 | 0&1 | -0.1&-0.8 | 3&0 | 13&4 | -0.2&-0.4 | 11&9 | 0&-9
CCc1ccc(-n2c(=O)c3ccccc3n(CC(=O)NCc3ccco3)c2=O)cc1 | -17 | -12 | -3 | 0 | 12 | -0.4 | 8 | -4 | 0.0 | 14 | 6
Cc1ccccc1N1C(=S)NC2c3ccccc3OC1(C)C2C(=O)N(C)C (centres undefined) | -6 | 14 | 1 | -8 | 14 | -0.7 | 3 | 27 | -0.1 | 22 | 8
O=C(/C=C/Nc1ccccc1F)c1ccc(Br)cc1 | -18 | -144 | -10 | -51 | 45 | -2.4 | 0 | -254 | -0.1 | -127 | -31
O=C(N/N=C/c1cccs1)c1cncc(Br)c1 | -18 | 0 | -7 | -2 | 0 | -2.0 | -2 | -20 | -0.3 | -10 | -1
Cc1ccc(N=C(NOCc2ccc(Cl)cc2Cl)c2nonc2N)c(C)c1 | -7 | 0 | -9 | -2 | -5 | -2.7 | 2 | 21 | 0.3 | 19 | 3
Cc1ccc(CNC(=O)CN(c2cccc([N+](=O)[O-])c2)S(=O)(=O)c2ccccc2)cc1 | 0 | -3 | -19 | -4 | 13 | -0.6 | 2 | 18 | -0.1 | 28 | 12
COc1ccc2c(c1)nc(SCC(O)c1ccccc1)n2C (centres undefined) | -22 | -4 | 0 | -16 | -6 | -0.1 | 3 | -44 | 0.7 | -50 | -4
CCNc1nc(Cl)nc(NC2CCCCC2)n1 | 31 | -30 | -4 | -18 | -8 | 0.3 | 3 | -39 | -0.1 | -93 | -31
Nc1nc(C23CC4CC(CC(C4)C2)C3)[nH]c(=O)n1 | 3 | -19 | 8 | -11 | -15 | -0.7 | 2 | 10 | -0.1 | 27 | 3
CCn1c(CSCc2ccc(Cl)cc2)n[nH]c1=S | 7 | 3 | -3 | 4 | -12 | 0.0 | 1 | 11 | 0.4 | -4 | 9
CCn1c(SCC(=O)Nc2cc(C)on2)nnc1-c1cccnc1 | 1 | -7 | 8 | 3 | -17 | -2.4 | 0 | 1 | -0.2 | -5 | 12
O=c1cc2c(nn1Cc1ccccc1)-c1ccccc1CC2 | -10 | -1 | 5 | -6 | 21 | 1.2 | 2 | -2 | -0.2 | 3 | -13
CN(C(=O)Nc1ccccc1)C1CCCc2ccccc21 (centres undefined) | 5 | -31 | 2 | 3 | -5 | 0.0 | 1 | -94 | 0.1 | -96 | -4
Cc1cc(C[n+]2cc(Cl)ccc2N)c2ncccc2c1 | -5 | -40 | -8 | 64 | -18 | -0.4 | 3 | 5 | 0.1 | 1 | -6
COc1ccc(C)cc1NC(=O)C/C(C)=N/NC(=O)Cc1cccc2ccccc12 | -16 | -3 | 22 | 8 | -2 | 0.9 | 2 | 15 | -0.1 | 3 | 5
Cc1nc([N+](=O)[O-])cn1Cc1cccc([N+](=O)[O-])c1 | 2 | 1 | -1 | -8 | 4 | -0.1 | 3 | 9 | 0.4 | 10 | -18
O=C(NCCCN1CCOCC1)C1Cc2c(ccc3ccccc23)O1 (centres undefined) | 3 | 5 | 6 | -9 | 1 | 1.1 | 2 | 7 | -0.1 | 19 | 0
O=C1CC(N2CCSCC2)C(=O)N1c1cccc(Br)c1 (centres undefined) | -22 | 3 | 1 | -14 | -7 | 2.5 | -2 | 15 | -0.6 | 3 | 2
CCCN(CCC)C(C)C(=O)NCC1(c2ccccc2)CCCC1 (centres undefined) | 2 | -6 | 6 | 65 | 4 | 1.9 | 6 | 25 | 0.5 | 4 | 0
O=C(CCC1CCCCC1)Nc1nnc(C(F)(F)F)s1 | 22 | -23 | 5 | 3 | -5 | -0.8 | x | 3 | 0.1 | -29 | -2
CC(Sc1nncn1-c1ccccc1)C(=O)Nc1cccc([N+](=O)[O-])c1 (centres undefined) | -10 | -7 | 2 | -5 | 10 | 3.2 | 1 | -3 | 0.0 | 12 | 6
